# Compound activity deposited in PubChem by several laboratories.
# PABP1 MLLE inh: inhibitors of microRNA-mediated deadenylation, human PABP1 MLLE binding; inhibition, % at 20 µM; GST-MLLE / FITC-PAM2 fluorescence polarization; P11940; 360,000 tested, 0.36% active; in the data active = inhibition above about 35%, passing the limit was not always enough;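 note: plate controls were DMSO wells with GST-MLLE for no effect and wells lacking GST-MLLE protein for full effect; some results filed as inactive read as strong as hits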
# Target sequence (P11940 whole entry, looked up): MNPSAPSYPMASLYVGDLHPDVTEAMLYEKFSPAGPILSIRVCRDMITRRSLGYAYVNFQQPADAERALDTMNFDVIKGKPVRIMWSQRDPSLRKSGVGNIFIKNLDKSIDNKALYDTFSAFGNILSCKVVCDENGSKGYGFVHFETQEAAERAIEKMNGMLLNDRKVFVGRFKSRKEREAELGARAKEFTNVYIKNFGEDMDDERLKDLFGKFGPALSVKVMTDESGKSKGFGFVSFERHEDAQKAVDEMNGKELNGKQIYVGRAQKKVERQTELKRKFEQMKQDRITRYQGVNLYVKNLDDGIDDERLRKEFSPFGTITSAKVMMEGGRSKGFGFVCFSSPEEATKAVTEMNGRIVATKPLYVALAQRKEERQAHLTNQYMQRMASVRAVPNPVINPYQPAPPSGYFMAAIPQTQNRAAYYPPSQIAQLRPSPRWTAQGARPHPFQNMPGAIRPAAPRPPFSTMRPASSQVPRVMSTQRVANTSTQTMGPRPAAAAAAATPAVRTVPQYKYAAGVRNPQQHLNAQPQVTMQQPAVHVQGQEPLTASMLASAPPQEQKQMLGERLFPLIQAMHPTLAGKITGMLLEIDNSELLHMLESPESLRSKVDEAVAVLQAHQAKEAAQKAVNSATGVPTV
# CSN inh: inhibitors of human CSN-mediated cullin deneddylation | Purified CSN, SCF-Nedd8-OG deneddylation, fluorescence polarization | inhibition, % at 12.5 µM | 360,000 tested, 0.38% active | AID 651999;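 active = pattern-corrected inhibition above about 35%, with an unprinted fluorescence ratio check between 0.5 and 1.5, limit read from the data, passing the limit was not always enough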;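 note: 0% = enzyme with substrate and 100% = substrate without enzyme; some results filed as inactive read as strong as hits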
#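 assay system = purified human Csn5 enzyme expressed in HEK293T cells | amount = 0.24 nM enzyme | buffer or medium = Tris/NaCl/DTT buffer, pH 7.5 | reagent = 10 nM SCFSkp2-Nedd8OG | compound = one concentration, 12.5 µM, 0.25% DMSO | times = 90 min reaction at room temperature | signal = FP | read-out basis = % inhibition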
# SUMO1 PPI mod: SUMO1-SIM interaction modulation; SUMO1 binding to a labelled peptide, TR-FRET, 1 h; inhibition, % at 20 µM; 360,000 tested, 0.33% active; AID 602429; in the data active = inhibition above about 37%
# Target sequence (P63165 whole entry, looked up): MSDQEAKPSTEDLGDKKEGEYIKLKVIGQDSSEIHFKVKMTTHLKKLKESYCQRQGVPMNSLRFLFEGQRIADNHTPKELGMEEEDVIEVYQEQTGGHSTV
# LMPTP inh: LMPTP (human) inhibition. P24666. recombinant LMPTP-A, OMFP fluorogenic substrate, fluorescence intensity. inhibition, % at 20 µM. 360,000 tested, 0.22% active. AID 651560;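 active = compounds that cut the enzyme signal by at least half of the control window in the single-dose screen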;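 note: plate controls were DMSO wells with enzyme plus substrate for no effect and substrate without enzyme for full effect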
# Target sequence (P24666 whole entry, looked up): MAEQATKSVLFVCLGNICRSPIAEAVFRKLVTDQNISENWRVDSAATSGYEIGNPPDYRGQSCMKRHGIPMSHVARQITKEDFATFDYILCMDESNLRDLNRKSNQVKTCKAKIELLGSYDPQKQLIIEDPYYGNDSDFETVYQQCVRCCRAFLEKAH
#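 Test system: LMPTP-A phosphatase enzyme. Amount: LMPTP-A at 0.625 nM final in the reaction. Reagent: OMFP substrate, 400 µM final. Times: 50 min at room temperature. Signal: endpoint fluorescence intensity from OMFP dephosphorylation. Read-out basis: % inhibition. Benchmarks: no-enzyme and uninhibited controls.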
# DNMT1 inh: inhibitors of human DNMT1; P26358; DNMT1 molecular beacon, Hinp1I cleavage, fluorescence; inhibition (reported as % activation of signal), % at 10 µM; 360,000 tested, 0.83% active; in the data active = inhibition above about 50%
# NadD inh: inhibitors of Staphylococcus aureus NadD. purified NadD enzyme, colorimetric absorbance read-out. inhibition, % at 20 µM. 360,000 tested, 0.78% active. AID 602399; in the data active = inhibition above about 26%; note: some compounds past the cut are filed as inactive
# TbMetRS inhib: Trypanosoma brucei MetRS inhibition; purified T. brucei MetRS, ATP depletion, Kinase-Glo luminescence; 360,000 tested, 0.4% active; AID 624268; inhibition, % at 11.9 µM;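 active = inhibition above a per-plate cutoff of the control wells' mean inhibition plus 3 SD, cut at about 5.5% in these data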;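 note: 0% = DMSO wells median and 100% = median of wells with control inhibitor compound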
#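 assay system = parasite MetRS enzyme | timing = 15 min preincubation, 2 h reaction, all 25 °C | evaluation = percent inhibition relative to median high and low control wells | medium = HEPES buffer containing pyrophosphatase, BSA, spermine, DTT | compound = single dose, 11.9 µM final nominal, 0.9% final DMSO | detection = Kinase-Glo luminescence, ATP depletion format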
# Scp-1 inhibitor: Scp-1 (human) phosphatase inhibition; Q9GZU7; Recombinant Scp1, phosphopeptide, malachite green phosphate absorbance; inhibition, % at 20 µM; 340,000 tested, 0.88% active; AID 493091;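 active = inhibition above about 50% at 20 µM, limit read from the data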;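 note: plate controls were DMSO wells with enzyme for no effect and wells lacking enzyme for full effect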
# Target sequence (Q9GZU7 76-261 limits assumed): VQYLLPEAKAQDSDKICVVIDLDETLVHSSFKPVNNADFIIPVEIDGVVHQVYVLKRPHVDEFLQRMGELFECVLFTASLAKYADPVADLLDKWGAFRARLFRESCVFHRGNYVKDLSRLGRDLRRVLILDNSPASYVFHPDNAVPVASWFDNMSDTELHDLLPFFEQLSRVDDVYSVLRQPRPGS
#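 assay system = SCP-1 phosphatase catalytic domain, residues 76-261 | buffer or medium = 50 mM Tris acetate pH 5.5, 0.005% Tween-20, 10 mM MgCl2 | incubation = enzyme reaction 45 min at room temperature, colour 5 min, stabilisation 30 min | signal = Phosphate-binding colour reagent, absorbance read at 630 nm | measure = % inhibition at 20 µM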
# Rpn11 inh: Rpn11 (human) deubiquitinase inhibition; AID 588493; calls only at 20 µM; 360,000 tested, 0.59% active; O00487; human 26S proteasome, Ub4-pepOG fluorescence polarization; 20S core pre-blocked with epoxomicin;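 active = inhibition at 20 µM, scaled to each plate's controls, above about 33%, limit read from the data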
# STEP inh: blocks human striatal-enriched tyrosine phosphatase | P54829 | recombinant STEP, OMFP fluorogenic substrate, fluorescence | inhibition, % at 20 µM | 360,000 tested, 0.25% active | AID 588621;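 active = inhibition at 20 µM, scaled per plate between control wells, above about 37%, limit read from the data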;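 note: 0% = DMSO with enzyme and substrate and 100% = substrate only without enzyme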
#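 Measure: Control-normalized % inhibition with plate pattern correction | Test system: STEP phosphatase, cell-free reaction | Medium: pH 6.0 Bis-Tris with DTT and Tween 20 | Technique: Fluorescence, 480/540 nm | Times: Reaction 20 min, ambient temperature | Doses: Single compound dose of 20 µM, 1% DMSO final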
# * = called active by the depositor; i = inactive; / = no result given.
# The opening two entries as a preview:
SMILES,PABP1 MLLE inh,CSN inh,SUMO1 PPI mod,LMPTP inh,DNMT1 inh,NadD inh,TbMetRS inhib,Scp-1 inhibitor,Rpn11 inh,STEP inh
O=C(C[C@@H]1C/C=C\C[C@@H](Cc2ccc(F)cc2)C(=O)OC[C@H]2CCCN2C1=O)N[C@H](CO)Cc1ccccc1,-9,-3,5,0.1,0,-9,-1.1,-2,i,4
O=C(O)c1cc(N/N=C/c2cccnc2)ccc1Cl,-17,-2,-9,0.4,1,-5,-0.4,-2,i,-4

# Results, previewed entries included:
SMILES,PABP1 MLLE inh,CSN inh,SUMO1 PPI mod,LMPTP inh,DNMT1 inh,NadD inh,TbMetRS inhib,Scp-1 inhibitor,Rpn11 inh,STEP inh
O=C(C[C@@H]1C/C=C\C[C@@H](Cc2ccc(F)cc2)C(=O)OC[C@H]2CCCN2C1=O)N[C@H](CO)Cc1ccccc1,-9,-3,5,0.1,0,-9,-1.1,-2,i,4
O=C(O)c1cc(N/N=C/c2cccnc2)ccc1Cl,-17,-2,-9,0.4,1,-5,-0.4,-2,i,-4
C/C(=N\NC(=O)c1cc(Cl)ccc1O)c1ccc(Br)s1,-9,-11,2,22,-2,4,0.1,93*,i,16
Cc1cc(=O)nc2c3ccccc3n(C(C)C(=O)Nc3c(F)c(F)c(F)c(F)c3F)n12 (stereo not given),-8,-6,1,-0.4,0,-5,-0.5,-9,i,2
CC(=O)Nc1ccc(S(=O)(=O)Oc2ccccc2N2CCCCC2)cc1,-15,7,5,4.0,-1,-1,0.3,-10,i,-2
COc1nc(NC(=O)c2ccc(F)cc2)nc(OC)c1-c1ccccc1,-2,-5,-4,1.8,3,4,0.1,-8,i,2
CCOC(=O)CSc1nc(N2CCOCC2)c2c(c1C#N)CC(C(C)C)OC2 (stereo not given),7,3,2,2.2,-3,-9,-0.3,-12,i,1
COC(=O)C(COC(=O)c1c(F)cccc1F)NC(=O)c1c(F)cccc1F (stereo not given),6,2,-1,-0.6,2,-3,0.1,-8,i,0
CCOC(=O)Cc1c(C)nc2c(-c3ccccc3)c[nH]n2c1=O,15,-4,6,-0.7,1,12,-1.1,-12,i,-2
COc1cc(C(C)=O)ccc1OCC(=O)NCC1(N2CCCCC2)CCCCC1,-17,-1,-3,-0.5,-4,-6,-0.1,-8,i,-2
CC1CCCN(C(=O)C2CCC(CNc3c(N4CCCCC4)c(=O)c3=O)CC2)C1 (stereo not given),-4,3,-1,-1.4,0,-2,0.2,4,i,-2
Nc1nc(CSc2nnnn2-c2ccc(F)c(Cl)c2)nc(N2CCOCC2)n1,-13,-1,2,0.1,3,6,0.4,3,i,0
COCCN1C[C@@H](CO)O[C@@H](n2cnc3c(NCCN(C)C)ncnc32)C1,3,1,0,-4.0,-3,-6,-0.1,/,i,-2
Cc1ccc2c(CSc3nc4ccccc4c(=O)n3CCCO)cc(=O)oc2c1,-8,2,3,3.5,-4,-10,-0.1,-16,i,6
CCCc1cc(=O)oc2c(CN3CCCC3)c(O)c(Cl)cc12,32,-16,3,-0.7,-2,6,0.0,-7,i,-2
Brc1ccc(-c2ccc(/C=N/Nc3nncc(-c4ccccc4)n3)o2)cc1,-9,2,-8,1.1,5,29*,-1.4,20,i,0
COCc1nnc(NC(=O)c2ccc(NC(=O)C(C)C)cc2)s1,-3,-4,2,-1.6,-2,2,0.3,-6,i,-2
Cc1cccc(NC(=O)COC(=O)Cc2cccs2)c1C,11,-1,3,0.4,-4,1,-0.4,-1,i,1
CC(C)(C)C(=O)N1CCN(c2ccc([N+](=O)[O-])c(NCc3cccnc3)c2)CC1,-2,-10,-23,2.0,1,2,0.3,0,i,2
Cc1ccc(CS(=O)(=O)Cc2ccc(C(=O)NC3CC3)o2)cc1,1,0,8,-0.4,0,-1,-0.1,-5,i,1
O=C(O)c1ccccc1-c1nc(-c2ccccc2)c(-c2ccccc2)[nH]1,-1,0,15,1.5,-2,2,-0.7,-4,i,-1
COC(=O)CNC(=O)C1Nc2ccccc2C2C=CCC12 (stereo not given),3,1,-7,-1.5,-22,8,-0.3,0,i,1
CNC(=S)N1CCN(c2nc3ccccc3s2)CC1,-148,1,2,-1.8,-1,-4,0.7,-6,i,2
CCOc1ccc(Br)cc1CN(CC)CC,-6,-2,-3,-1.4,0,-4,-0.3,-10,i,0
CCOc1ccc(-n2c(-c3ccc(OC)cc3)c[n+]3c2CCCCC3)cc1,10,-2,0,-0.4,4,8,-0.9,7,i,-2
COc1ccc(CCCc2n[nH]c(=S)o2)cc1,-103,-8,4,1.2,-4,-4,-0.6,-4,i,0
O=C(O)CSc1ccc(Oc2ccc(SCC(=O)O)cc2)cc1,19,1,5,-1.7,0,6,0.1,-1,i,7
CNC(=O)c1nnn(Cc2ccccc2)c1NC(=O)C(F)(F)F,4,2,-3,-1.1,6,-4,-0.2,-9,i,-6
C/C=C/C=C\C(=O)Nc1cccc(C2=NOC3(C2)C[C@H](C(N)=O)N(C(=O)/C=C/C)C3)c1 (stereo not given in full),10,5,10,-0.3,-19,1,0.2,22,i,0
Cc1cc(C)c(NC(=O)Cn2ncc3ccccc32)c(C)c1,-3,1,6,0.7,11,-6,-0.7,-9,i,-1
CCn1c(C)nc2cc(S(N)(=O)=O)ccc21,0,-2,2,0.0,7,0,0.0,-1,i,2
Cn1c(=O)[nH]c(=O)c2c1nc(N1CCCCC1)n2CCCSc1nc2ccccc2s1,5,0,3,0.1,-6,-5,-0.5,-8,i,1
CCNC(=O)C1(C)CCN(C(=O)c2ccc(OC)cc2OC)C1 (stereo not given),4,-3,1,-2.1,4,0,-0.4,/,i,-2
CNC[C@@H](CC1CCCCC1)NC[C@H](CC(C)C)NCCc1cccc(C(F)(F)F)c1,-6,0,-77,-1.6,11,-4,-0.5,-4,i,-1
COc1ccccc1C(=O)NC(C)C(c1cccs1)N1CCN(C)CC1 (stereo not given),8,-1,1,-2.3,-1,-9,0.0,3,i,-4
COc1ccc(Cl)cc1S(=O)(=O)N1CCC(O)(c2ccc(Cl)cc2)CC1,5,-5,-3,0.5,0,-5,-0.8,-15,i,-1
Cn1c(SCC(=O)Nc2ccc(N3CCOCC3)c(Cl)c2)nnc1C(O)c1ccccc1 (stereo not given),3,2,1,-0.4,0,-5,0.1,0,i,0
CC(Oc1ccc(Cl)cc1Cl)C(=O)N(Cc1ccco1)C1CCS(=O)(=O)C1 (stereo not given),3,1,3,-2.7,-2,2,0.1,-11,i,-1
COc1ccc(CNC(=O)C2CCN(S(=O)(=O)c3c(C)noc3/C=C/N(C)C)CC2)cc1,4,6,3,1.3,-1,1,0.4,6,i,1
CC1CCN(C(=O)C(C)c2ccc([N+](=O)[O-])cc2)CC1 (stereo not given),-10,0,-9,-0.5,3,0,0.0,-5,i,-2
Cc1ccc(S(=O)(=O)N2CCN(Cc3nc4sc5c(c4c(=O)[nH]3)CCCC5)CC2)cc1,-56,4,3,1.1,-3,14,-0.1,-2,i,1
Cc1c(NC(=O)CCC(=O)N2CCCCC2)c(=O)n(-c2ccccc2)n1C,-2,-9,1,0.9,3,6,-1.0,-9,i,-5
CCC(=O)c1ccc(OCC(=O)Nc2ccc3c(c2)OCCO3)cc1,-5,0,2,-1.0,3,-2,-0.5,-7,i,1
Cc1ccc(Cn2nnnc2CN2CCC(O)(c3ccccc3F)CC2)cc1,-1,8,-2,0.7,-2,3,-0.4,4,i,-3
COC(=O)c1ccc(CNC(=O)CCNC(=O)c2ccco2)cc1,4,1,-2,-1.1,5,8,-0.3,2,i,0
O=C(O)CNC(=S)N(Cc1ccc(F)cc1)C1CCCCC1,-51,5,0,-2.0,0,3,-0.9,8,i,1
CN1CCC(N2CCN(C3CN(CCc4ccccc4)S(=O)(=O)C3)CC2)CC1 (stereo not given),-5,-4,0,-5.1,3,-7,-1.4,/,i,4
CN1CCC(=O)N(CCSc2ccccc2)CC1,-9,-1,7,1.9,13,-2,-0.2,-3,i,0
O=C(Nc1ccc(CN2CCOCC2)cc1)c1ccc(-c2cc(Cl)ccc2Cl)o1,-7,-1,8,-1.8,-10,4,-0.5,-1,i,4
O=C(COC(=O)c1ccc(Cl)cc1[N+](=O)[O-])NC(=O)c1ccccc1,4,4,-21,1.9,-1,-7,-0.2,-8,i,-1
COc1ccc2c(c1)cc1n2CCN=C1NN,7,0,-4,-1.5,0,-4,-0.1,-11,i,-1
CC(O)(c1ccncc1)c1nc(-c2cccc(C(F)(F)F)c2)cs1 (stereo not given),-10,2,2,20,19,-1,-0.2,/,i,-3
O=C(NCc1ccccc1)c1ccc(COCC(F)(F)F)o1,-27,2,-5,0.7,-2,5,-0.3,0,i,1
COc1ccc2cc3cc(C(=O)NCc4cccnc4)oc3nc2c1,-17,1,-11,3.0,3,1,2.4,1,i,-1
CCOc1ccc(S(=O)(=O)N2CCc3cc(OC)c(OC)cc3C2)cc1,10,5,2,0.1,-1,-10,-0.3,-13,i,3
COc1ccccc1C(=O)NNC(=O)c1ccccc1Br,-3,-1,6,0.0,4,1,-0.8,-5,i,0
COc1ccc(OC)c(C(O)c2ncc(-c3cccc4ccccc34)[nH]2)c1 (stereo not given),3,5,-4,-0.5,7,1,-0.2,/,i,-3
Cc1noc(C)c1C(=O)N1CCN(C(=O)c2sc3cc(Cl)ccc3c2Cl)CC1,-1,0,-2,-0.7,0,-1,-0.1,-6,i,2
O=C(Nc1ncc2c(n1)-c1ccccc1OC2)c1ccc(Cl)cc1,3,0,3,0.6,-1,2,-0.4,0,i,1
O=C(NNC(=O)C1CCN(Cc2cccc(F)c2)CC1)c1cccc(Cl)c1,2,6,3,0.3,-2,-4,-0.5,2,i,-4

# Individual results from the list:
# `COC(=O)C(COC(=O)c1c(F)cccc1F)NC(=O)c1c(F)cccc1F` (stereo not given) in TbMetRS inhib is entered as 0.1
# `CC(=O)Nc1ccc(S(=O)(=O)Oc2ccccc2N2CCCCC2)cc1` in TbMetRS inhib is entered as 0.3
# `O=C(O)CNC(=S)N(Cc1ccc(F)cc1)C1CCCCC1` in SUMO1 PPI mod is entered as 0
# `COCCN1C[C@@H](CO)O[C@@H](n2cnc3c(NCCN(C)C)ncnc32)C1` in PABP1 MLLE inh is entered as 3
# `CC(O)(c1ccncc1)c1nc(-c2cccc(C(F)(F)F)c2)cs1` (stereo not given) in SUMO1 PPI mod is entered as 2
